Assay outcomes: PubChem, several laboratories
5HT1a ag = human 5-HT1a receptor agonists, primary screen, cell-based, CHO, Ga15 NFAT-bla reporter; 5-hydroxytryptamine receptor 1A (Homo sapiens), P08908; CHO 5-HT1a Ga15 NFAT-bla reporter, FRET ratio; 0% basal, 100% maximal reference agonist; activation, % at 10 µM; 65,000 tested, 0.56% active; AID 567, 2006;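 active means activation above the screen-wide mean activation plus 3 SD, cut at about 19% in these data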;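 further: 0% = DMSO wells and 100% = 5-CT at EC100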
Fluor 339 460 = intrinsic fluorescence of library compounds, ex339/em460 – biochemical, MLSMR library, data from DPM-DC assay, artefact control, profiling panel | compound autofluorescence, ex339/em460 nm, NADH buffer; hits give high values; 1 = no-compound wells, NADH background | 65,000 tested, 5.5% active | fluorescence fold increase at 10 µM | AID 709, 2007;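 active means at 10 µM, mean starting fluorescence two-fold or more over control wells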;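 further: signal is the first read of a kinetic run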
TNAP act DEA = human TNAP enzyme activators, primary screen, biochemical, luminescent, intermediate phosphate acceptor level; activation factor at 20 µM; 64,000 tested, under 10 active; purified TNAP, CDP-star luminescence, 100 mM DEA, 30 min; hits give high values; scale: 0 levamisole-inhibited, 1 vehicle-only enzyme; AID 813, 2007;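 active means activation factor of at least 2 at 20 µM, relative to controls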
Target sequence (P05186 whole entry, looked up): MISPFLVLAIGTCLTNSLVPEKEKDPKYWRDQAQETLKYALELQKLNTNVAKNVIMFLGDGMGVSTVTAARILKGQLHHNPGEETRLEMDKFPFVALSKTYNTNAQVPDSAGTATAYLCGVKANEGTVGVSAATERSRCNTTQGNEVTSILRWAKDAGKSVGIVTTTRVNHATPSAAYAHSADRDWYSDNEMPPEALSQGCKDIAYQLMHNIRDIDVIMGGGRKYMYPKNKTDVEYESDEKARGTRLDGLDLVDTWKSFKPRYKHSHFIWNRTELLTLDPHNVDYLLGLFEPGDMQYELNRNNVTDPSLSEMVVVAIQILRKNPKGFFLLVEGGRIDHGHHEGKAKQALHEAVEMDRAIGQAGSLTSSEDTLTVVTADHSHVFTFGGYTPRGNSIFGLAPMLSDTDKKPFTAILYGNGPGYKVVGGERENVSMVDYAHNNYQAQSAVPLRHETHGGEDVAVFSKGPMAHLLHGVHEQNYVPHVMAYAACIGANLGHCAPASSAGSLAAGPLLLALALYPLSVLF
NADH coupling = inhibitors of PK/LDH coupling enzymes, profiling panel, artefact control, biochemical, MLSMR library | IC50, µM (series often up to 10 µM), for the others: top-dose inhibition | 65,000 tested, 0.02% active | coupled PK/LDH NADH assays, four targets;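 active means single-dose screening hits from any of four coupled enzyme assays that gave an IC50 when retested across doses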;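 further: the DPM-DC format reads NADH fluorescence rather than 340 nm absorbance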
5-HT1A blocker = human 5-HT1a receptor antagonists, primary screen, cell-based, CHO, Ga15 NFAT-bla reporter; 62,000 tested, 0.68% active; CHO 5-HT1a Ga15 NFAT-bla reporter, antagonist mode; inhibition, % at 10 µM;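 active means inhibition above the mean of all tested compounds plus 3 SD, cut at about 43% in these data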;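 further: receptor stimulated by 5-CT agonist at 100 nM near EC80; beta-lactamase reporter measured by ratiometric fluorescence of a cleavable substrate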
Abs 340nm = compound light absorbance at 340 nm, profiling panel, artefact control, biochemical, MLSMR library, data from PS, PMK, MK assays; fold change at 10 µM; compound absorbance at 340 nm, fold over control; AID 708, 2007; 65,000 tested, under 10 active;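 active means at 10 µM dose, initial 340 nm absorbance at least 2 fold that of control wells; inactive means change under 2 fold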;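 further: initial absorbance extrapolated from kinetic A340 decline of NADH oxidation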
MMP13 inh = human MMP13 inhibitors, primary screen, biochemical, FRET peptide cleavage; Collagenase 3 (Homo sapiens), P45452; MMP-13 fTHP FRET cleavage, Mca fluorescence; inhibition, % at 4 µM; 65,000 tested, 0.07% active;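 active means inhibition above the mean of compound-free control plate wells plus 3 SD, cut at about 14% in these data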;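 further: 0% = DMSO wells and 100% = wells with reference MMP-13 inhibitor after basal subtraction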
SF1 activator = activators of human SF-1, primary screen, cell-based, CHO-K1, Gal4-SF-1 LBD, luciferase luminescence; 65,000 tested, 1.9% active; CHO-K1 Gal4-SF-1 LBD luciferase reporter; % increase over DMSO SF-1-specific signal; activation, % at 10 µM; AID 522, 2006;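 active means activation above the mean activation of all tested compounds plus 3 SD, cut at about 50% in these data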
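Material: CHO-K1 cells with Gal4–hSF-1 LBD chimera plus Gal4-driven luciferase / Input: 4,000 CHO-K1 cells per well / Incubation: compound exposure 20 h at 37 °C / Signal: luminescence read 15 min after SteadyLite luciferase reagent, after room-temperature equilibration / Read-out: percent activation versus DMSO / Benchmarks: DMSO negative control and −SF1 background wells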
RORa activator = activators of orphan receptor RORA, primary screen, cell-based, luminescence; Nuclear receptor ROR-alpha (Homo sapiens), P35398; CHO-K1 Gal4-RORA LBD luciferase reporter; percent increase over mock-subtracted basal signal; activation, % at 10 µM; 65,000 tested, 1.5% active; AID 560, 2006;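 active means activation above the mean of all tested compounds plus 3 SD, cut at about 49% in these data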;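 further: 0% = DMSO-treated RORA cells and 100% = added signal equal to DMSO minus mock-transfected cells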
Active calls of the source: *; . = not tested or not shown; [ ] = remark or other dose.

structure	5HT1a ag	Fluor 339 460	TNAP act DEA	NADH coupling	5-HT1A blocker	Abs 340nm	MMP13 inh	SF1 activator	RORa activator
Cc1ccc(-n2nnc3c(=O)n(Cc4cc(C)ccc4C)cnc32)cc1	-0.2	1.1	.	5%	-6	1	10	6	-10
CCOC(=O)CNC(=O)CSc1nnnn1-c1ccc(C)c(C)c1	0.2	1.1	0.9	1%	3	0.99	1	-8	-14
CC(=O)N1CCc2cc(S(=O)(=O)CCC(=O)NCc3cccs3)ccc21	-1.9	1.2	0.9	7%	-2	0.97	6	-5	-1
COc1ccccc1N1CCN(C(=O)c2cc(-c3ccc4c(c3)OCO4)on2)CC1	-2.2	0.86	0.9	10%	-5	1	0	1	-3
Cc1nnc(NC(=O)C2CCCN(c3ncccn3)C2)s1 (configuration not stated)	-0.3	1.4	0.9	7%	-10	0.99	-10	-4	-14
Cn1nnnc1SCC(=O)N1c2ccccc2CCc2ccccc21	-0.6	1.1	0.8	1%	4	1.1	2	-12	8
COC(=O)c1ccc(C(=O)OC)c(NC(=O)CSc2nc(-c3ccco3)cc(C(F)(F)F)n2)c1	-0.4	1.6	0.8	5%	-6	1.2	-6	-7	8
Cc1cc(NC(=O)CSc2nc3ccsc3c(=O)n2NC(=O)c2ccccc2)no1	1.1	1.1	0.9	2%	-8	0.98	4	28	47
COC(=O)C(C(=O)Nc1cc(C)on1)C1CCCCCC1 (configuration not stated)	1.1	1.1	0.9	4%	-3	1	0	14	-4
COc1ccc(-c2noc(CCC(=O)NCc3cccnc3)n2)cc1OC	-0.9	1.1	0.9	5%	-52	1	4	-15	5
COc1ccc(Cn2nnnc2C(c2ccccc2)N2CCN(C3CCCC3)CC2)cc1 (configuration not stated)	-2.8	1.1	1	8%	12	0.98	4	15	-13
CN1/C(=C\C(=O)Nc2cccnc2)c2ccccc2CC1(C)C	-3.1	1	0.9	3%	-4	1	0	-13	-19
Cc1cccc(Cn2c(N(C)Cc3ccccc3)nc3c2c(=O)[nH]c(=O)n3C)c1	0.0	1.1	1.1	1%	-2	1	4	15	9
CCOC(=O)c1sc(NC(=O)C2CC=CCC2C(=O)O)nc1C (configuration not stated)	-1.2	1	1	2%	-8	1	3	5	-10
Cc1ccc(CC2C(=O)N(c3ncccn3)C(=O)C2C)cc1 (configuration not stated)	-3.9	1.1	1	2%	-6	1.1	-10	0	-14
Cc1nn(Cc2ccccc2)c(C)c1NC(=O)c1cc2nc(-c3ccco3)cc(C(F)(F)F)n2n1	1.2	1.9	0.9	5%	-10	1.1	-6	-17	-9
COc1cc(C(=O)OCC(=O)N2CCCC2)cc(OC)c1OC	-3.2	1.1	0.9	4%	-7	1	0	-3	-12
Cc1c(C(=O)NCc2ccc3c(c2)OCO3)oc2ccc(S(=O)(=O)N3CCCCCC3)cc12	1.2	1.1	0.9	3%	15	1	6	-22	20
O=C(Nc1ccon1)c1cc2c(s1)CCCCCC2	-0.3	1.1	0.8	2%	-1	1.1	-3	82*	45
COc1ccc(OC)c(-n2nnnc2SCC(=O)Nc2ccc(C(=O)N3CCCCC3)cc2)c1	2.6	1.1	0.9	0%	-7	1.1	6	-13	7

Part of the list above, limited to 5-HT1A blocker and NADH coupling.
| SMILES | 5-HT1A blocker | NADH coupling |
| --- | --- | --- |
| COc1cc(C(=O)OCC(=O)N2CCCC2)cc(OC)c1OC | -7 | 4% |
| COC(=O)C(C(=O)Nc1cc(C)on1)C1CCCCCC1 (configuration not stated) | -3 | 4% |
| COC(=O)c1ccc(C(=O)OC)c(NC(=O)CSc2nc(-c3ccco3)cc(C(F)(F)F)n2)c1 | -6 | 5% |
| Cc1ccc(CC2C(=O)N(c3ncccn3)C(=O)C2C)cc1 (configuration not stated) | -6 | 2% |
| COc1ccc(Cn2nnnc2C(c2ccccc2)N2CCN(C3CCCC3)CC2)cc1 (configuration not stated) | 12 | 8% |
| COc1ccccc1N1CCN(C(=O)c2cc(-c3ccc4c(c3)OCO4)on2)CC1 | -5 | 10% |

A portion taken from the entries so far, as a working copy:
structure	5HT1a ag	Fluor 339 460	TNAP act DEA	NADH coupling	5-HT1A blocker	Abs 340nm	MMP13 inh	SF1 activator	RORa activator
COc1cc(C(=O)OCC(=O)N2CCCC2)cc(OC)c1OC	-3.2	1.1	0.9	4%	-7	1	0	-3	-12
Cc1c(C(=O)NCc2ccc3c(c2)OCO3)oc2ccc(S(=O)(=O)N3CCCCCC3)cc12	1.2	1.1	0.9	3%	15	1	6	-22	20
O=C(Nc1ccon1)c1cc2c(s1)CCCCCC2	-0.3	1.1	0.8	2%	-1	1.1	-3	82*	45
COc1ccc(OC)c(-n2nnnc2SCC(=O)Nc2ccc(C(=O)N3CCCCC3)cc2)c1	2.6	1.1	0.9	0%	-7	1.1	6	-13	7

The listing continues:
Order of values: 5HT1a ag | Fluor 339 460 | TNAP act DEA | NADH coupling | 5-HT1A blocker | Abs 340nm | MMP13 inh | SF1 activator | RORa activator
COc1ccc(OC)c(C(=O)COC(=O)c2cc(C)oc2C)c1
→ -5.0 | 1.1 | 0.8 | 3% | 12 | 1 | 0 | -5 | -5
Fc1ccc(-c2nc3nc4ccccc4nc3n2Cc2ccco2)cc1
→ -1.0 | 1.4 | 0.9 | 4% | 14 | 1.1 | -18 | 37 | 45
Cc1ccccc1-c1nc(CS(=O)(=O)CC(=O)N(C)C2CCCCC2)c(C)o1
→ -3.2 | 1 | 0.9 | 4% | -7 | 0.96 | 9 | 1 | 3
COc1ccc(CC(=O)Nc2ccc(-c3nnc(-c4ccc(C)cc4)o3)cc2)cc1
→ -1.2 | 2.9* | 1 | 4%[fluoresces] | 0 | 1 | -16 | -48 | 4
CCOc1ccc(CSC2=NCCN2)cc1Cl
→ -2.2 | 1.1 | 0.9 | 7% | 3 | 1 | 4 | 6 | -8
CCn1c(/N=C/c2c[nH]c3ccccc23)nc2ccccc21
→ 0.8 | 1.1 | 0.9 | 3% | 10 | 1.1 | -1 | 10 | 2
CC(=O)c1c(N2CCCCC2)nc(=S)n(Cc2ccccc2)c1C
→ . | 1.1 | 1 | 4% | . | 1.1 | . | . | .
O=C(CCC1CCCC1)N1CCN(C2CCCC2)CC1
→ -0.9 | 1 | 0.9 | 14% | 6 | 1 | 11 | -8 | 6
COc1ccccc1-n1c(SCC(=O)N2CCCCC2)nnc1-c1ccccc1O
→ 0.8 | 1 | 0.9 | 11% | 4 | 1 | -1 | -6 | 14
COc1ccc(N2CCN(C(=O)CNC(=O)Cn3c(C)cc4ccccc4c3=O)CC2)cc1
→ -0.3 | 1.5 | 0.9 | 5% | -7 | 0.99 | -6 | -4 | -13
Cc1ccc(-c2c3c([nH]c(=S)c2C#N)CCCC3)o1
→ -1.3 | 1.1 | 1 | 9% | -6 | 1.1 | -9 | 18 | 14
